Mtb BioA inh: inhibitors of Mycobacterium tuberculosis BioA enzyme; purified M. tuberculosis BioA enzyme, plate reader; inhibition, % at 9.99 µM; hit rate 0.096% among 360,000; AID 602481; in the data active = inhibition above about 40%
An asterisk follows results filed as active. An excerpt. The share of hits here may be higher or lower than overall.

SMILES | Mtb BioA inh
CC(C)(C)[S@](=O)N1Cc2cc(C(=O)NCc3ccc4c(c3)OCO4)nc(-c3cccc(-c4ccncc4)c3)c2[C@@H]1CCO | 2.7
C[C@H](CO)N1C[C@H](C)[C@H](CN(C)Cc2ccc(C(F)(F)F)cc2)OCCCC[C@H](C)Oc2ccc(N(C)C)cc2C1=O | -1.1
C/C=C/c1ccc2c(c1)O[C@@H](CN(C)C(=O)c1cnccn1)[C@@H](C)CN([C@@H](C)CO)S2(=O)=O | 1.2
CC(C)NC(=O)Nc1cccc2c1O[C@H](CN(C)C(=O)NC(C)C)[C@@H](C)CN([C@@H](C)CO)C2=O | 0.9
CO[C@H]1CN(C)C(=O)c2ccc(NC(C)=O)cc2OC[C@H](C)N(C(=O)C2CCOCC2)C[C@H]1C | 0.5
CC(=O)N1[C@@H]2Cn3c(ccc(C4=CCCC4)c3=O)[C@H]1[C@@H](C(=O)NC1CCC1)[C@@H]2CO | -1.2
CC(C)NC(=O)N(C)C[C@H]1Oc2ncc(C#CC3CCCCC3)cc2C(=O)N([C@@H](C)CO)C[C@H]1C | 0.3
Cc1ccc(S(=O)(=O)N2C[C@@H](O)COC[C@@H]3O[C@@H](CC(=O)N[C@@H]4CCN(Cc5ccccc5)C4)CC[C@H]32)cc1 | 1.6
C/C=C/c1cnc2c(c1)C(=O)N([C@@H](C)CO)C[C@@H](C)[C@@H](CN(C)C(=O)Nc1cccc(OC)c1)O2 | 0.5
C/C=C/c1ccc2c(c1)O[C@H](CN(C)C(=O)CC)[C@@H](C)CN([C@@H](C)CO)S2(=O)=O | 8.2
C[C@@H]1CN([C@@H](C)CO)C(=O)c2cc(NS(C)(=O)=O)ccc2O[C@H]1CN(C)C(=O)NC1CCCCC1 | -2.9
CN(C)CC(=O)N1C[C@@H]2[C@H](c3ccccc31)[C@H](CO)N2Cc1cc(F)ccc1F | -3.0
O=C(Nc1cccc(F)c1)N1CCCCN2[C@@H](CO)[C@@H](c3ccc(C#Cc4ccccc4)cc3)[C@@H]2C1 | -1.1
COCCNC(=O)C[C@H]1C[C@H]2c3cc(NC(=O)Nc4ccc(C(F)(F)F)cc4)ccc3O[C@H]2[C@H](CO)O1 | -2.3
O=C([C@@H]1[C@@H](CO)[C@@H]2Cn3c(cccc3=O)[C@H]1N2Cc1cccc(Cl)c1)N1CCOCC1 | 36
COc1ccccc1C(=O)N1C[C@@H]2[C@H](c3ccccc31)[C@H](CO)N2C(=O)C1CCCCC1 | 0.5
C[C@H]1CN([C@@H](C)CO)C(=O)c2cccc(NC(=O)c3nc4ccccc4s3)c2O[C@@H]1CN(C)Cc1ccc(-c2ccccc2)cc1 | -2.0
Cc1noc(C)c1S(=O)(=O)Nc1cccc2c1O[C@@H](CN(C)S(=O)(=O)c1cn(C)cn1)[C@@H](C)CN([C@H](C)CO)C2=O | -1.5
C[C@H](CO)N1C[C@H](C)[C@@H](CN(C)Cc2ccccc2F)Oc2cc(C#CCN(C)C)ccc2S1(=O)=O | -1.6
Cc1noc(C)c1NC(=O)Nc1ccc2c(c1)CC(=O)N([C@H](C)CO)C[C@@H](C)[C@@H](CN(C)C(=O)Nc1cccc3ccccc13)O2 | 15
COc1ccc(C#Cc2cnc3c(c2)C(=O)N([C@H](C)CO)C[C@H](C)[C@H](CN(C)C(=O)Nc2c(C)noc2C)O3)cc1OC | 1.3
C[C@@H]1CCCCO[C@H](CN(C)C(=O)Cc2ccccc2)[C@H](C)CN([C@H](C)CO)C(=O)c2cc(NC(=O)Nc3ccc(F)cc3)ccc2O1 | -0.9
N#C[C@@H]1[C@H](c2ccc(C#Cc3ccc(F)cc3)cc2)[C@@H](CO)N1c1nc(-c2ccccc2)cs1 | -0.5
C[C@@H]1CN([C@@H](C)CO)C(=O)c2cc(-c3ccccc3F)cnc2O[C@@H]1CN(C)C(=O)c1cnccn1 | -0.2
O=C(C[C@H]1CC[C@@H]2[C@H](COC[C@H](O)CN2C(=O)c2ccccc2F)O1)NCc1ccc(Cl)c(Cl)c1 | 0.3
CC(=O)N(C)C[C@H]1Oc2ncc(C#Cc3ccccc3)cc2C(=O)N([C@H](C)CO)C[C@H]1C | -1.1
CC(=O)N(C)C[C@@H]1Oc2cc(C#CC3(O)CCCC3)ccc2S(=O)(=O)N([C@H](C)CO)C[C@H]1C | -3.4
O=C(c1ccc(F)cc1)N1CCCCN2[C@H](C1)[C@H](c1ccc(-c3ccccc3)cc1)[C@@H]2CO | -0.5
CO[C@H]1CN(C)C(=O)c2ccc(NC(=O)C3CCC3)cc2OC[C@@H](C)N(Cc2ccc(F)cc2)C[C@H]1C | 2.8
O=C(C[C@@H]1CC[C@H]2[C@@H](COC[C@@H](O)CN2Cc2ccc(F)cc2)O1)NCCc1ccccc1 | 2.1
Cc1ccccc1S(=O)(=O)N1CCCCN2[C@H](C1)[C@H](c1ccc(-c3cccnc3)cc1)[C@@H]2CO | -2.6
CCCNC(=O)N(C)C[C@H]1Oc2ncc(-c3ccc(C(=O)N(C)C)cc3)cc2C(=O)N([C@H](C)CO)C[C@H]1C | -2.3
CN(C)C(=O)c1ccc(-c2ccc([C@@H]3[C@H](CO)N4CCCCN(Cc5ccncc5)C[C@@H]34)cc2)cc1 | -1.5
CC(C)NC(=O)N1[C@H](CO)[C@@H](c2ccccc2)[C@@H]1CN(C)C(=O)c1ccncc1 | -2.4
CCCNC(=O)N1[C@@H]2c3ccc(-c4ccccc4OC)c(=O)n3C[C@@H]2[C@@H](CO)[C@@H]1C(=O)NC1CCC1 | 2.3
C[C@H](CO)N1C[C@H](C)[C@H](CN(C)C(=O)c2ccncc2)Oc2cc(C#C[C@@H](C)O)ccc2S1(=O)=O | 0.3
O=C(C[C@H]1CC[C@H]2[C@@H](COC[C@H](O)CN2C(=O)Cc2ccccc2)O1)NC1Cc2ccccc2C1 | -3.2
CO[C@H](CN(C)Cc1cc(F)ccc1F)[C@@H](C)CN([C@@H](C)CO)S(=O)(=O)c1ccc(F)cc1 | -4.1
CO[C@@H]1CC[C@@H]2CCN(C)C(=O)CCCN(C)C(=O)c3cccc(C#N)c3OC[C@H]1O2 | -2.1
O=C(C[C@@H]1CC[C@@H]2[C@H](COC[C@@H](O)CN2Cc2nccs2)O1)NCc1ccccc1 | -0.8
C[C@@H]1CN([C@@H](C)CO)C(=O)c2cc(C#C[C@@H](C)O)cnc2O[C@@H]1CN(C)Cc1ccc(-c2ccccc2)cc1 | -1.2
C[C@H]1CN([C@@H](C)CO)C(=O)CCCn2nncc2CO[C@@H]1CN(C)C(=O)Nc1cccc(C(F)(F)F)c1 | -1.5
O=C(C[C@@H]1CC[C@@H]2[C@H](COC[C@H](O)CN2C(=O)c2cc(Cl)cc(Cl)c2)O1)N1CCc2ccccc2C1 | -0.7
O=C(C[C@@H]1C[C@H]2c3cc(NC(=O)c4cccnc4)ccc3O[C@H]2[C@@H](CO)O1)NCc1ccccc1 | 11
O=C1NCC(=O)N2[C@@H]1C[C@@H](C(=O)NCc1ccc(F)cc1)[C@H]2c1cccc(OCCO)c1 | -1.1
C[C@H](CO)N1C[C@H](C)[C@H](CN(C)Cc2cccnc2)Oc2ncc(-c3ccc(C#N)cc3)cc2C1=O | 11
COc1ccc(NC(=O)Nc2ccc3c(c2)C(=O)N([C@@H](C)CO)C[C@@H](C)[C@@H](CN(C)C(=O)NC2CCCCC2)OCCCC[C@@H](C)O3)cc1 | -1.1
C[C@H](CO)N1C[C@H](C)[C@@H](CN(C)Cc2ccc(-c3ccccc3)cc2)Oc2ccc(NC(=O)Nc3ccc(F)cc3)cc2CC1=O | -5.7
C[C@@H]1CCCCO[C@@H](CN(C)C(=O)CCC(F)(F)F)[C@@H](C)CN([C@H](C)CO)C(=O)c2cc(NC(=O)CCCCCC(=O)Nc3ccccc3N)ccc2O1 | 1.9
COc1ccc(NC(=O)N[C@H]2CC[C@@H](CCn3cc(-c4ccc(OC)cc4)nn3)O[C@@H]2CO)cc1 | -3.6

A different layout for some results above.
C[C@H](CO)N1C[C@H](C)[C@@H](CN(C)Cc2ccc(-c3ccccc3)cc2)Oc2ccc(NC(=O)Nc3ccc(F)cc3)cc2CC1=O
  Mtb BioA inh: -5.7
COc1ccc(NC(=O)Nc2ccc3c(c2)C(=O)N([C@@H](C)CO)C[C@@H](C)[C@@H](CN(C)C(=O)NC2CCCCC2)OCCCC[C@@H](C)O3)cc1
  Mtb BioA inh: -1.1
COc1ccc(NC(=O)N[C@H]2CC[C@@H](CCn3cc(-c4ccc(OC)cc4)nn3)O[C@@H]2CO)cc1
  Mtb BioA inh: -3.6
O=C(C[C@@H]1CC[C@@H]2[C@H](COC[C@H](O)CN2C(=O)c2cc(Cl)cc(Cl)c2)O1)N1CCc2ccccc2C1
  Mtb BioA inh: -0.7

Other results.
SMILES | Mtb BioA inh
CO[C@@H]1CN(C)C(=O)c2ccc(NC(=O)Nc3ccccc3F)cc2OC[C@H](C)NC[C@@H]1C | -1.5
CN1[C@@H]2c3ccc(-c4ccccc4)c(=O)n3C[C@H]1[C@H](CO)[C@H]2C(=O)NCC1CCCCC1 | 0.1
C[C@@H]1CN([C@@H](C)CO)C(=O)Cc2cc(NC(=O)Cc3ccccc3)ccc2O[C@@H]1CN(C)Cc1ccc(-c2ccccc2)cc1 | -1.2
C[C@@H]1CN([C@H](C)CO)C(=O)c2cccc(NS(=O)(=O)c3cccs3)c2O[C@@H]1CN(C)C(=O)NC1CCCCC1 | -1.7
N#C[C@H]1N[C@@H](CO)[C@@H]1c1ccc(-c2cccc(F)c2)cc1 | -2.0
CN1CCN(C(=O)C[C@@H]2CC[C@H]3[C@@H](COc4ccc(NC(=O)C5CCOCC5)cc4C(=O)N3C)O2)CC1 | -2.2
CNC[C@@H]1Oc2c(NC(=O)c3cnccn3)cccc2C(=O)N([C@@H](C)CO)C[C@H]1C | -2.5
COc1ccc(NC(=O)Nc2ccc3c(c2)C(=O)N([C@@H](C)CO)C[C@@H](C)[C@@H](CN(C)Cc2ccncc2)O3)cc1 | -0.1
COCC(=O)Nc1ccc2c(c1)OC[C@@H](C)N(C(=O)c1cnccn1)C[C@H](C)[C@H](OC)CN(C)C2=O | -1.0
CCCC(=O)Nc1ccc2c(c1)C(=O)N(C)[C@H]1CC[C@@H](CC(=O)Nc3cn(C)nc3C)O[C@H]1CO2 | -1.1
C[C@@H]1CN([C@H](C)CO)C(=O)c2cc(NC(=O)CCN3CCOCC3)ccc2O[C@@H]1CN(C)S(=O)(=O)c1cccs1 | -0.6
COCC(=O)N(C)C[C@@H]1Oc2ncc(C#C[C@@H](C)O)cc2C(=O)N([C@@H](C)CO)C[C@@H]1C | 0.7
COc1ccc(S(=O)(=O)N2CCCCN3[C@@H](CO)[C@@H](c4ccc(-c5cccnc5)cc4)[C@@H]3C2)cc1 | -1.0
C/C=C/c1ccc([C@H]2[C@@H](CO)N3CCCCN(S(=O)(=O)c4ccc(OC)cc4)C[C@@H]23)cc1 | -2.7
CCCNC(=O)N(C)C[C@@H]1Oc2ncc(C#CCc3ccccc3)cc2C(=O)N([C@H](C)CO)C[C@@H]1C | -2.3
O=C(C[C@H]1CC[C@H](NC(=O)CCN2CCCCC2)[C@H](CO)O1)Nc1ccc(-c2ccccc2)cc1 | 1.6
C[C@@H]1CN([C@@H](C)CO)C(=O)c2cccc(N(C)C)c2O[C@H]1CN(C)Cc1ccc(Oc2ccccc2)cc1 | 0.0
C[C@H]1CN([C@@H](C)CO)C(=O)Cc2cc(NC(=O)CCCCCC(=O)Nc3ccccc3N)ccc2O[C@H]1CN(C)Cc1ccc(Oc2ccccc2)cc1 | -3.6
C[C@H]1CN([C@@H](C)CO)C(=O)c2cc(NC(=O)Nc3ccccc3)ccc2O[C@@H]1CN(C)S(=O)(=O)c1ccc(Cl)cc1 | -0.3
CC(=O)NC[C@@H]1[C@H](c2ccc(C3=CCCCC3)cc2)[C@H](CO)N1C(=O)NC(C)C | 1.1

Among those listed so far, 3 contain two or more sulfur atoms.
SMILES | Mtb BioA inh
Cc1noc(C)c1S(=O)(=O)Nc1cccc2c1O[C@@H](CN(C)S(=O)(=O)c1cn(C)cn1)[C@@H](C)CN([C@H](C)CO)C2=O | -1.5
C[C@@H]1CN([C@H](C)CO)C(=O)c2cccc(NS(=O)(=O)c3cccs3)c2O[C@@H]1CN(C)C(=O)NC1CCCCC1 | -1.7
C[C@@H]1CN([C@H](C)CO)C(=O)c2cc(NC(=O)CCN3CCOCC3)ccc2O[C@@H]1CN(C)S(=O)(=O)c1cccs1 | -0.6

The listing continues.
SMILES | Mtb BioA inh
C[C@@H]1CN([C@H](C)CO)C(=O)c2cc(NC(=O)c3ccccc3)ccc2O[C@@H](C)CCCCO[C@@H]1CN(C)Cc1ccc(C(=O)O)cc1 | 2.2
CN1c2ccc(-c3ccc(F)cc3)cc2[C@H]2[C@H](CCN2C(=O)Cc2cccnc2)[C@@H]1CO | 5.8
CCCN(C)C[C@@H]1OCCCC[C@@H](C)Oc2ccc(NC(=O)Cc3ccccc3)cc2C(=O)N([C@H](C)CO)C[C@@H]1C | -2.2
CCCC(=O)Nc1ccc2c(c1)OC[C@@H](C)N(C(=O)C1CCCC1)C[C@H](C)[C@H](OC)CN(C)C2=O | -0.1
C[C@@H]1CCCCO[C@H](CN(C)C(=O)CCC(F)(F)F)[C@H](C)CN([C@H](C)CO)C(=O)c2cc(NC(=O)NC3CCCCC3)ccc2O1 | 19
O=C(C[C@H]1CC[C@H]2[C@@H](COC[C@H](O)CN2C(=O)Nc2ccc(F)cc2)O1)NCCCN1CCOCC1 | -2.1
O=C(c1cccnc1)N1CC[C@H]2[C@H](CO)Nc3ccc(-c4cccc(F)c4)cc3[C@H]21 | 6.8
O=C(NCc1ccccc1)[C@@H]1N[C@@H]2c3cccc(=O)n3C[C@@H]2[C@H]1CO | -2.0
COC(=O)C[C@H]1CC[C@H]2[C@@H](COC[C@H](O)CN2CCC(F)(F)F)O1 | -1.3
O=C(C1CCCC1)N1CCCCN2[C@@H](CO)[C@@H](c3ccc(-c4cccc(F)c4)cc3)[C@@H]2C1 | 1.0
C[C@@H]1CN([C@@H](C)CO)C(=O)c2cc(-c3cccc(C(=O)N(C)C)c3)cnc2O[C@H]1CN(C)S(=O)(=O)c1cccc(F)c1 | 6.1

Screening results: PubChem, Broad Institute
